Source: PubChem (several laboratories)
Siah-1 displacement: Siah-1 peptide-binding antagonists, primary screen, biochemical, fluorescence polarization, rhodamine-plectin, uHTS (AID 1817) | E3 ubiquitin-protein ligase SIAH1 (Homo sapiens) | Siah-1 / rhodamine-plectin peptide fluorescence polarization; higher % means a stronger effect | one-dose displacement, % at 20 µM; IC50 in µM for titrated hits | 290,000 tested, 0.02% active;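 active = displacement of at least 50% at 20 µM, with a fluorescence ratio check between 0.3 and a set limit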;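 note: plate controls were Siah plus tracer with DMSO for no effect and tracer alone without Siah for full effect; strong numbers were not always called active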
TNAP activation fold: human TNAP enzyme activators, primary screen, biochemical, luminescent, no phosphate acceptor, uHTS (AID 1001); Alkaline phosphatase, tissue-nonspecific isozyme (Homo sapiens); purified TNAP, luminescent activation assay, no phosphate acceptor; higher activation fold means a stronger effect; activation fold at 20 µM; hits with a dose series show EC50 in µM; 200,000 tested, 0.03% active; in the data active = activation fold from about 3, or a potency from the dose series; inactive = the rest, 99 in 100 with activation fold below about 1.6; note: many of its hits are not listed in these tables
human PMI inhibitors: human PMI inhibitors, high substrate, primary screen, biochemical, fluorescence intensity, high mannose 6-phosphate (AID 1220) | inhibition, % at 20 µM; hits with a dose series show IC50 in µM | 190,000 tested, 0.66% active | recombinant PMI enzyme, coupled fluorescence intensity; higher % means a stronger effect | Mannose-6-phosphate isomerase (Homo sapiens)
RSV CPE inhibition: RSV antiviral activity via CPE protection, HEp-2 cells, primary 10 µM value included (AID 2391) | HEp-2 cells, RSV-induced CPE inhibition; higher % means a stronger effect | CPE inhibition, % at 10 µM; hits with a dose series show IC50 in µM | 310,000 tested, 0.13% active; in the data active = a potency from the dose series; inconclusive = CPE inhibition mostly from about 23% at the one dose, without a potency; inactive = the rest, 99 in 100 with CPE inhibition below about 21%; note: strong numbers were not always called active
XIAP antagonists: XIAP antagonists, biochemical, IAP family, fluorescence polarization (AID 1018); XIAP BIR domain, fluorescence polarization peptide displacement; higher % means a stronger effect; one-dose displacement, % at 20 µM; IC50 in µM for titrated hits; 200,000 tested, 0.007% active; in the data active = displacement above about 50%; note: a part of the inactive calls stands beside numbers as strong as those of hits
Myeloid diff MLP: induction of myeloid progenitor differentiation, primary screen, cell-based, flow cytometry, MLPCN library | ER-HoxA9 myeloid progenitors, lysozyme-GFP differentiation | calls only at 10 µM | 360,000 tested, 1% active | AID 624256, 2012;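 active = normalized GFP-positive differentiation at or above the plate's own cutoff, the solvent-only control mean plus 3 SD; inconclusive = no clear call, values can overlap the other calls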;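 note: cells exposed to compound for four days before flow analysis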
PMI inhibitors: inhibitors of human PMI, primary screen, biochemical, fluorescence intensity, coupled assay (AID 1209) | Mannose-6-phosphate isomerase (Homo sapiens) | purified PMI enzyme, coupled fluorescence intensity; higher % means a stronger effect | inhibition, % at 20 µM; hits with a dose series show IC50 in µM | 190,000 tested, 0.42% active;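 note: plate controls were DMSO vehicle for no effect and wells lacking substrate for full effect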
Salmonella PhoP GFP: inhibitors of PhoP regulon expression, primary screen, Salmonella Typhimurium, GFP reporter (AID 1863). 300,000 tested, 0.16% active. S. Typhimurium PhoP-regulated promoter GFP reporter, 4 h; higher % means a stronger effect. inhibition, % at 50 µM; hits with a dose series show IC50 in µM;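 active = inhibition over 29.93%, a cutoff 3 SD above the screen mean, later confirmed by dose response; inconclusive = inhibition over 29.93% but no dose response follow-up; inactive = inhibition at most 29.93% or unconfirmed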;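 note: 0% = low Mg2+ inducing control and 100% = high Mg2+ repressing control; strong numbers were not always called active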
WT yeast gro inh: growth inhibition of WT strain, primary screen, mitochondrial fusion inhibitor project, WT and mutant strains, chemical genetic | inhibition, % at 10 µM | 190,000 tested, 2.1% active | mitochondrial fusion phenotypic screen | AID 1362, 2008; in the data active = inhibition above about 58%; tested in S. cerevisiae
WT yeast gro inh mutant strain: second read-out of WT yeast gro inh, no call of its own (marks repeat the call); inhibition, %; mitochondrial fusion phenotypic screen, mutant strain inhibition
Myeloid diff MLP GFP+ MAC1+ %: further read-out of Myeloid diff MLP, marked with its call; GFP+ MAC1+ double positive, %; measured here: differentiation confirmed by MAC1 staining
* hit, by the source's call; i = inactive; ? = inconclusive; . = not tested or not shown. Cut-off read from the data, not from the text of the source, unless noted: active = inhibition above about 50%; inactive = the rest.

SMILES	Siah-1 displacement	TNAP activation fold	human PMI inhibitors	RSV CPE inhibition	XIAP antagonists	Myeloid diff MLP	Myeloid diff MLP GFP+ MAC1+ %	PMI inhibitors	Salmonella PhoP GFP	WT yeast gro inh	WT yeast gro inh mutant strain
CSc1ncccc1C(=O)NNc1cc(Cl)ccc1Cl	4%	.	.	0.8%	.	i	1.0	.	1%	.	.
COc1ccc(/C=C(\C#N)C(=O)NCCCn2ccnc2)cc1	0%	0.9	16%	0.5%	-16%	i	0.1	6%	10%	-6	-16
COC(=O)c1ccccc1NC(=O)c1cnn2c(C)cc(C)nc12	-3%	1	-2%	9.4%	-5.9%	i	0.2	-1%	1%	6	-14
Cc1cccc(NC(=S)N(CCN(C)C)C(C)c2ccco2)c1 (stereo not given)	4%	1.1	8%	3.3%	-13%	i	0.3	17%	-6%	13	-2
CCCOc1ccccc1-n1sc2c(c1=S)-c1cc(OC)cc3c1N(C(=O)C3=O)C2(C)C	4%	1	14%	42%	-6.7%	i	1.3	20%	0%	23	-1
Cc1nnc(NC(=O)CSc2nccn2Cc2ccc(F)cc2)s1	-5%	.	.	2.6%	.	i	3.9	.	-3%	.	.
O=C(O)/C=C/C(=O)N(CC1CCCO1)C1CC(=O)N(c2c(Cl)cccc2Cl)C1=O (stereo not given)	2%	.	.	0.5%	.	i	0.2	.	-4%	.	.
CC(/C=C/c1ccco1)=N\NC(=O)c1cccc(Cl)c1	-5%	1.1	12%	0.2%	-0.6%	i	0.6	1%	18%	-1	-11
S=c1nc(-c2ccc(Cl)cc2)[nH][nH]1	11%	.	.	3.6%	.	i	0.4	.	-8%	.	.
CC(C)(C)NC(=O)C(c1ccc(O)cc1)N(Cc1ccccc1)C(=O)CCC(=O)Nc1nccs1 (stereo not given)	6%	.	.	3.1%	.	i	1.8	.	-3%	.	.
CC(C)(C)c1ccc(C(CC(=O)O)NS(=O)(=O)Cc2ccccc2)cc1 (stereo not given)	0%	.	.	-0.1%	.	i	0.5	.	-3%	.	.
Cc1cc2cc(NC(=O)c3ccco3)ccc2[nH]1	-5%	1.1	11%	1.9%	-4.2%	i	0.3	19%	16%	-7	-21
O=C(c1ccco1)N1CCN(S(=O)(=O)c2ccc(Br)s2)CC1	1%	1.1	0%	3.7%	-1.8%	i	2.0	10%	4%	-12	-3
O=C(Nc1nc2ccccc2s1)C1CCN(S(=O)(=O)c2cc([N+](=O)[O-])ccc2Cl)CC1	4%	.	.	2.3%	.	i	0.5	.	-4%	.	.
Cc1oc(=O)c(NC(=O)c2ccccc2)cc1C(C)O (stereo not given)	-9%	1.1	-8%	2.8%	-6.6%	i	0.4	-17%	1%	-28	11
CC(=O)N1CCN(S(=O)(=O)c2ccc(Cl)cc2F)CC1	1%	1.1	0%	-1.2%	-1.7%	i	0.4	-6%	-3%	-11	9
COc1ccc(C(=O)COC(=O)c2ccc(NC(=O)c3ccccc3)cc2)cc1	-6%	1.1	-6%	2.6%	-10%	i	0.9	-1%	-19%	43	21
O=C(Nc1ccc(Br)cc1)C1C2C=CC3(O2)C1C(=O)N(CCN1CCCCC1)C3C(=O)NC1CCCCC1 (stereo not given)	2%	.	.	0.8%	.	i	3.7	.	-5%	.	.
Cc1ccc(N(C)C(=O)N2CCN(S(=O)(=O)c3ccc4ccccc4c3)CC2)cc1	6%	1.1	5%	4.9%	-2.0%	i	7.0	6%	2%	29	14
CC[C@H](C)[C@H](NC(N)=O)C(=O)OCC(=O)NCc1ccc(Cl)cc1	10%	1.1	-2%	-0.1%	-4.6%	i	1.0	-3%	0%	8	3
Cc1ccc(S(=O)(=O)c2ccc(Oc3ccccc3)cc2)cc1	-2%	1.1	14%	22%	0.6%	i	1.2	13%	-5%	-22	5
COc1cc(/C=C(/C#N)c2nc3ccccc3[nH]2)ccc1OCC(=O)Nc1ccccc1C(C)C	2%	1	16%	-4.0%	-4.9%	i	8.2	13%	21%	-10	-68
O=c1ccc(N=Nc2ccccc2)ccc1O	-6%	.	.	7.3%	.	i	0.3	.	25%	.	.
CC(O)/C=C/c1cccc[n+]1C (stereo not given)	-2%	1	-31%	0.6%	-6.5%	i	0.9	-18%	-1%	-5	4
Cc1ccc(C)c(C(=O)CSc2n[nH]c(-c3ccncc3)n2)c1	-2%	1	8%	5.8%	-1.1%	i	1.1	15%	4%	-14	-13
Cc1ccccc1CC(=O)Nc1ccc2c(c1)CCC2	13%	.	.	5.9%	.	i	0.4	.	0%	.	.
CC(=O)C1=C(O)C(=O)N(Cc2cccnc2)C1c1ccccc1Cl (stereo not given)	3%	1.1	10%	0.9%	-7.9%	.	.	3%	-4%	6	11
CCOC(=O)N1CCN(S(=O)(=O)c2cccc3ccc(C)nc23)CC1	-2%	1.1	3%	-0.6%	-0.8%	i	4.4	6%	-5%	10	11
COc1cccc(NCc2nnc(SCC(=O)N(C)C3CCS(=O)(=O)C3)n2C2CCCCC2)c1 (stereo not given)	3%	.	.	1.5%	.	i	0.5	.	-6%	.	.
C/C(Cc1nnn(-c2cc(C)on2)n1)=N\O	3%	.	.	3.1%	.	i	0.3	.	-1%	.	.
CN1CCN(C(=O)c2cccn(Cc3cccc(Cl)c3)c2=O)CC1	-3%	.	.	1.2%	.	i	0.5	.	4%	.	.
CC1Cc2cc(S(=O)(=O)N3CCCCC3)ccc2N1C(=O)C1CCC1 (stereo not given)	11%	.	.	8.9%	.	i	0.7	.	-3%	.	.
C=CCN1C(=O)N/C(=C/c2ccccc2OCC(=O)Nc2ccc(F)cc2)C1=O	18%	1.1	1%	1.6%	0.5%	i	0.1	2%	5%	-11	-3
O=C(CSc1nc2ccccc2s1)NNC(=O)Nc1ccc(Cl)c(Cl)c1	8%	1.3	15%	3.5%	-1.4%	i	1.2	16%	-6%	-9	9
CC(O)CC(C(=O)NNc1ccccc1)C(=O)NNc1ccccc1 (stereo not given)	10%	1.1	-152%	-3.7%	-5.8%	i	0.3	-68%	2%	53	40
O=C(c1ccc2c3n(nc2c1)-c1ccccc1CO3)N1CCOCC1	3%	.	.	-1.8%	.	i	1.5	.	-3%	.	.
CCOc1ccc(N(CC(=O)N2CCN(c3ccccc3OC)CC2)S(=O)(=O)c2ccc(F)cc2)cc1	8%	.	.	6.1%	.	i	0.7	.	-5%	.	.
CCOC(=O)c1c(CC(C)C)csc1N	-1%	1.1	34%	1.5%	-3.3%	i	0.6	28%	-4%	-10	11
O=C(CN1CCN(S(=O)(=O)c2ccc(F)cc2)CC1)Nc1ccc(Cl)c(C(F)(F)F)c1	6%	1.1	13%	42%	-1.3%	i	0.4	21%	8%	7	-3
CC(c1ccon1)N(C)Cc1cn(Cc2ccccc2)nc1-c1ccc2c(c1)OCO2 (stereo not given)	2%	1.1	8%	-0.8%	-7.6%	i	0.2	6%	-6%	19	8
CC(=O)c1ccc(NC(=S)NC(=O)/C=C/c2ccco2)cc1	-3%	.	.	1.6%	.	i	1.0	.	1%	.	.
O=C(O)c1cccc(N/N=C/c2ccc(OC(F)(F)F)cc2)c1	8%	.	.	5.9%	.	i	0.7	.	9%	.	.
CC(=O)c1c(C)[nH]c(C(=O)Nc2cccc(C)n2)c1C	-1%	.	.	4.0%	.	i	0.4	.	-6%	.	.
O=C(CSc1nnc(-c2ccccc2)n1Cc1ccco1)Nc1ccc(S(=O)(=O)N2CCCC2)cc1	-1%	1	5%	2.0%	1.4%	i	7.5	11%	22%	2	-17
O=C(O)/C=C/c1cccc(NC(=O)c2ccccc2)c1	-8%	.	.	0.9%	.	i	0.5	.	-9%	.	.
CCS(=O)(=O)N1CCCC(C(=O)NC2CCCC2)C1 (stereo not given)	-1%	1.1	3%	-2.0%	-4.6%	i	1.1	2%	23%	3	-12
CCNc1oc(-c2cccc3ccccc23)nc1C#N	11%	1.1	-2%	31%	-6.6%	i	0.3	3%	2%	-2	1
O=S(=O)(c1ccc(NC(=S)N/N=C/c2cccc(Oc3ccccc3)c2)cc1)N1CCOCC1	-2%	1.1	-5%	4.0%	-5.7%	i	0.2	-4%	5%	8	-6
O=[N+]([O-])c1ccc(N2CCCC2)cc1NC(c1ccccc1)c1ccccc1	1%	1	17%	1.0%	-1.5%	i	0.9	11%	8%	0	3
Cc1cnc(SCc2cnc(C)nc2N)nc1	8%	1.1	-6%	3.0%	-8.2%	i	0.9	7%	3%	-28	12
CCc1cccc(NS(=O)(=O)c2ccc3c(c2)n(C)c(=O)n3C)c1	0%	.	.	2.3%	.	i	1.1	.	25%	.	.
COc1cccc(OCc2cc(C(=O)N(C)C3CC(C)(C)NC(C)(C)C3)no2)c1	-2%	.	.	-0.8%	.	i	3.6	.	-4%	.	.
COCc1ccc(CN2CCC(C(=O)Nc3cccc(-c4cccc(Cl)c4)c3)CC2)o1	-6%	.	.	1.1%	.	?	.	.	2%	.	.
CCOc1cc(/C=N/NC(N)=O)cc(Br)c1OCC(=O)Nc1ccccc1C	4%	1.1	21%	8.8%	-12%	i	0.4	23%	-6%	-6	5
Cc1cccc(OCC(=O)OCC(=O)c2c(N)n(C)c(=O)n(C)c2=O)c1	-2%	1	-4%	0.1%	-7.0%	i	1.0	-8%	2%	15	10
Cc1sc2ncn(CC(=O)NCCN3CCOCC3)c(=O)c2c1S(=O)(=O)N1CCC(C)CC1	-5%	1	-11%	0.6%	-4.6%	i	5.4	-11%	-4%	-3	5
O=C(Nc1ccc([N+](=O)[O-])cn1)c1cc(-c2cccc(Br)c2)nc2ccccc12	-5%	1.1	8%	3.4%	-6.6%	i	1.1	2%	-2%	17	13
NC(=O)COC(=O)c1ccc2noc(-c3ccccc3)c2c1	-7%	.	.	-0.5%	.	i	0.3	.	-5%	.	.
COC(=O)c1c(C(=O)OC)c(-c2ccc(Cl)c(Cl)c2)n2c1CCC2	-1%	1.1	15%	3.0%	-4.4%	i	2.9	15%	-24%	-16	17

Entries of single compounds, quoted from the list.
Results for Cc1cnc(SCc2cnc(C)nc2N)nc1 : Siah-1 displacement = 8%; TNAP activation fold = 1.1; human PMI inhibitors = -6%; RSV CPE inhibition = 3.0%; XIAP antagonists = -8.2%; Myeloid diff MLP = i; Myeloid diff MLP GFP+ MAC1+ % = 0.9; PMI inhibitors = 7%; Salmonella PhoP GFP = 3%; WT yeast gro inh = -28; WT yeast gro inh mutant strain = 12
Results for COc1cccc(OCc2cc(C(=O)N(C)C3CC(C)(C)NC(C)(C)C3)no2)c1 : Siah-1 displacement = -2%; TNAP activation fold = .; human PMI inhibitors = .; RSV CPE inhibition = -0.8%; XIAP antagonists = .; Myeloid diff MLP = i; Myeloid diff MLP GFP+ MAC1+ % = 3.6; PMI inhibitors = .; Salmonella PhoP GFP = -4%; WT yeast gro inh = .; WT yeast gro inh mutant strain = .
